Screening results: PubChem BioAssay, Southern Research Specialized Biocontainment Screening Center
inhibitors of VEEV = inhibitors of VEEV TC-83 cytopathic effect, confirmation, Vero cells (AID 588727); 0.13% of 350,000 active; Vero cells, VEEV TC-83 cytopathic effect inhibition; higher % means a stronger effect; inhibition, % at 20 µM; hits with a dose series show IC50 in µM; in the data active = a potency from the dose series; inconclusive = inhibition mostly from about 14% at the one dose, without a potency; inactive = the rest, 99 in 100 with inhibition below about 12%; note: strong numbers were not always called active
tuberculosis growth = growth inhibition of non-replicating M. tuberculosis (AID 488890); Mycobacterium tuberculosis non-replicating, growth inhibition; higher % means a stronger effect; one-dose inhibition, % at 25 µM; IC50 in µM for titrated hits; 0.39% of 320,000 active; in the data active = a potency from the dose series; inconclusive = inhibition mostly from about 82% at the one dose, without a potency; inactive = the rest, 99 in 100 with inhibition below about 76%;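 note: plate controls were DMSO cells for no effect and high antibiotic wells for full effect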
PhoP GFP inhibition = Inhibition of PhoP regulon, Salmonella typhi GFP reporter cells, confirmation, 4 h (AID 1850). Salmonella Typhi PhoP-promoter GFP reporter, fluorescence, 4 h; higher % means a stronger effect. inhibition, % at 50 µM, or IC50 in µM where a hit was titrated. 0.33% of 310,000 active; in the data active = a potency from the dose series; inconclusive = inhibition mostly from about 25% at the one dose, without a potency; inactive = the rest, 99 in 100 with inhibition below about 19%;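 note: 0% = induced wells with vehicle and 100% = uninduced wells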
influenza NS1A = H1N1 influenza NS1A inhibitors, functional cell based assay (AID 504329); NS1A functional cell-based assay, percent inhibition; higher % means a stronger effect; inhibition, % at 12.5 µM, or IC50 in µM where a hit was titrated; 0.3% of 340,000 active; in the data active = a potency from the dose series; inconclusive = inhibition above about 27% without an active follow-up result; note: strong numbers were not always called active
H37Rv inhibition = M. tuberculosis growth inhibition, HTS (AID 449762) | M. tuberculosis H37Rv growth inhibition, 7H9 media; higher % means a stronger effect | 0.59% of 330,000 active | inhibition, % at 25 µM; hits with a dose series show IC50 in µM; in the data active = a potency from the dose series; inconclusive = inhibition above about 70% without an active follow-up result;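 note: bacterial growth assessed after seven days of incubation; strong numbers were not always called active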
inhibitors of VEEV 10K pilot screen = further read-out of inhibitors of VEEV, marked with its call; inhibition, %; measured here: 10K pilot screen inhibition
* marks the source's active call; other numbers are inactive results; i = inactive; ? = inconclusive; nt = not tested or not shown. Compounds were not picked by outcome. Share with any hit: about 1.4%.

SMILES | inhibitors of VEEV | tuberculosis growth | PhoP GFP inhibition | influenza NS1A | H37Rv inhibition | others
NC(=O)C1C(=O)c2ccccc2C1(C[N+](=O)[O-])c1ccccc1 (configuration not stated) | 0.6% | nt | nt | 5.4% | nt
Cc1ccc(C)c(NC(=O)C[n+]2ccccc2)c1 | i | 4.8% | -8.9% | -14.9% | -3.1%
Cc1ccccc1-n1nnnc1SCc1csc(-c2ccccc2)n1 | 5.2% | 15.0% | 9.5% | -4.4% | -1.6%
Cc1sc2nc(CSCC(=O)Nc3c(F)cccc3F)[nH]c(=O)c2c1C | 12.0% | -14.8% | 1.4% | -4.4% | 1.8%
CCOC(=O)Cn1c(=O)oc2cc(S(=O)(=O)N3CCN(C(=O)OCC)CC3)ccc21 | 0.4% | 2.5% | -13.2% | 6.0% | 7.3%
Cc1ccc(C)c(N(CC(=O)N2CCc3ccccc3C2)S(C)(=O)=O)c1 | 2.5% | -0.3% | 9.1% | -19.2% | -11.6%
O=C(CSc1nnc2scc(-c3ccccc3)n12)N1CCCc2ccccc21 | 4.1% | 10.7% | -1.2% | -7.6% | -11.9%
CCOc1ccccc1C1CC(c2ccccc2)Nc2nc(N)nn21 (configuration not stated) | 0.8% | 28.4% | -2.8% | -2.0% | -1.7%
O=c1[nH]cnc2sc3c(c12)CN(Cc1ccccc1)CC3 | 4.8% | -6.2% | 6.2% | -1.4% | 9.0%
CCCCCCn1c(CN2CCN(C(=O)OCC)CC2)nc2c1c(=O)n(C)c(=O)n2C | i | 21.6% | 15.5% | -8.3% | -5.7%
COCCCNC(=O)CN(CCc1ccccc1)S(=O)(=O)c1ccc(OC)cc1 | i | 5.2% | -2.2% | -2.5% | 2.0%
COCc1nnc(SCC(=O)NCc2ccccc2)n1-c1ccccc1 | 0.5% | -10.7% | -6.7% | -4.8% | 7.9%
NS(=O)(=O)c1ccc(CCNC(=O)CN2CCCCCC2)cc1 | 0.3% | -9.4% | -2.0% | 7.2% | -4.4%
N=C(N)SCc1ccc(Cl)cc1Cl | 1.9% | 36.0% | -1.2% | 1.5% | 5.5%
Cc1ccc(-c2nc(CSCC(=O)NCc3cccnc3)c(C)o2)cc1 | i | 31.8% | 0.3% | 5.8% | -9.9%
O=C(C1=C[C@H](c2ccc3c(c2)OCO3)C[C@H](OCc2ccc(CO)cc2)O1)N1CCCCCCC1 | 0.2% | 9.6% | -1.6% | 13.2% | -2.9%
C/C(=N\Nc1ncc(Br)cn1)c1cccc([N+](=O)[O-])c1 | 1.9% | -19.6% | -6.5% | -0.7% | 2.9%
CCN(CCCNC(=O)C1c2ccccc2C(=O)N(CCOC)C1c1ccc(F)cc1)Cc1ccccc1 (configuration not stated) | i | 1.5% | -2.7% | -1.1% | -4.5%
CCOc1ccc(-c2ccc(SCC(=O)Nc3nnc(C)s3)nn2)cc1 | 1.0% | ? | 14.1% | -0.4% | 5.3%
COc1ccc(C[C@H]2CN3C(=NC[C@H]3C)N2CCNC(=O)c2ccc(C)c(Br)c2)cc1 | 0.7% | 76.2% | 7.5% | 4.9% | -4.5% | inhibitors of VEEV 10K pilot screen=0.0
COc1c(F)c(F)cc2c(=O)c(C(=O)O)cn(C3CC3)c12 | i | nt | 1.3% | -12.3% | 7.5%
CCOC(=O)c1c(C)c(C(=O)Nc2ccc3c(c2)OCO3)c(C)n1C | 3.6% | 10.5% | -0.1% | 4.3% | 1.7%
Clc1ccc(Nc2ncn[nH]2)c(Cl)c1 | 1.4% | 57.1% | 0.6% | 1.6% | ?
Cc1cc(C)c(CN2CCN(CCCn3cnc(C(=O)Nc4ccc(C)c(C)c4)n3)CC2)c(C)c1 | i | nt | nt | 4.3% | nt
O=C(CNC(=O)C12CC3CC(CC(C3)C1)C2)N/N=C\c1ccco1 | 1.6% | -7.2% | -1.4% | -5.8% | -4.9%
Cc1ccc(-n2c(SCc3ccc([N+](=O)[O-])cc3)nc3ccccc3c2=O)cc1 | i | -11.1% | 8.9% | 5.4% | 0.5%
O=C(COC(=O)c1nsc(Cl)c1Cl)NC1CCCCC1 | i | -0.8% | 4.9% | -1.6% | 0.8%
Nc1ccc(-c2nc3cc(N)ccc3o2)cc1 | 0.8% | 8.1% | -2.4% | -4.3% | 5.4%
CC(=O)Nc1ccc(S(=O)(=O)NCC2CCCO2)cc1 (configuration not stated) | 0.1% | -20.0% | -0.7% | -1.4% | -3.3%
CC(C)c1nnc(NC(=O)C2CCN(c3cnccn3)CC2)s1 | 6.0% | 24.3% | -7.3% | -0.7% | 2.5%
CSc1ccccc1C(=O)Nc1nccs1 | 0.2% | 8.7% | -0.9% | -8.1% | -9.8%
COc1cc(C2Nn3c(nnc3-c3ccccc3OC)S2)ccc1O (configuration not stated) | 0.8% | -12.2% | 0.5% | -0.5% | 2.2%
COc1ccccc1C(=O)NCCC(=O)N(C)Cc1cccnc1 | 2.5% | 0.3% | nt | -10.7% | -10.0%
CCCCN(C)CCNC(=O)c1cc2cc3ccc(OC)cc3nc2o1 | 0.8% | 5.8% | 7.2% | -5.9% | -4.0%
O=C(O)C[C@H]1c2cc(C(F)(F)F)ccc2S(=O)(=O)N1C1CCN(Cc2ccccc2)CC1 | 0.1% | -6.4% | -1.8% | -6.8% | -0.4%
Oc1c(Br)cc(C2N=C(c3ccccc3Cl)NO2)cc1Br (configuration not stated) | 1.7% | 15.6% | 5.5% | 4.8% | 3.6%

Reprinted from the results shown for reference:
SMILES | inhibitors of VEEV | tuberculosis growth | PhoP GFP inhibition | influenza NS1A | H37Rv inhibition | others
COc1ccccc1C(=O)NCCC(=O)N(C)Cc1cccnc1 | 2.5% | 0.3% | nt | -10.7% | -10.0%
CCCCN(C)CCNC(=O)c1cc2cc3ccc(OC)cc3nc2o1 | 0.8% | 5.8% | 7.2% | -5.9% | -4.0%
O=C(O)C[C@H]1c2cc(C(F)(F)F)ccc2S(=O)(=O)N1C1CCN(Cc2ccccc2)CC1 | 0.1% | -6.4% | -1.8% | -6.8% | -0.4%
Oc1c(Br)cc(C2N=C(c3ccccc3Cl)NO2)cc1Br (configuration not stated) | 1.7% | 15.6% | 5.5% | 4.8% | 3.6%

Going on with the list.
SMILES | inhibitors of VEEV | tuberculosis growth | PhoP GFP inhibition | influenza NS1A | H37Rv inhibition | others
CN(C)CCNC(=O)c1cc2sc3ccccc3c2s1 | 21µM* | 51.0% | 17.8% | -3.4% | 7.1%
COc1cc(C(C)=O)ccc1OCC(=O)NCC(c1ccc(F)cc1)N1CCOCC1 (configuration not stated) | i | 16.9% | nt | 2.1% | 5.8%
Cc1c(Cl)cccc1NC(=O)CCN1CCOCC1 | 0.8% | -26.4% | -2.7% | -15.9% | 2.3%
CC(C)(C)c1cc(CCC(=O)NCc2cccnc2)cc(C(C)(C)C)c1O | 0.5% | 6.0% | -5.2% | -1.1% | 6.2%
Cc1oc(-c2ccccc2Cl)nc1CN(Cc1ccccn1)C[C@@H]1CCC(=O)N1 | i | 32.7% | 5.2% | 1.5% | 2.6%
CS(=O)(=O)c1ccc2nc(NC(=O)c3ccc(NS(=O)(=O)c4ccc(F)c(F)c4)cc3)sc2c1 | 1.4% | 10.0% | 13.5% | 14.3% | -0.5%
Cc1cc(C)c(-c2csc(NC(=O)C3=COCCO3)n2)c(C)c1 | 6.3% | nt | 9.0% | -0.6% | -8.1%
Cc1ccc(OCCCC(=O)Nc2nc3ccccc3[nH]2)cc1 | 0.8% | ? | -1.0% | 0.9% | 5.6%
COc1ccc(CCNC(=S)NC(=O)c2cccc([N+](=O)[O-])c2)cc1OC | 5.4% | 19.8% | -7.4% | 15.2% | -1.3%
CC(=O)N1CCN(CC(=O)Nc2ccc(Cl)c(S(=O)(=O)N(C)C)c2)CC1 | 0.4% | -0.8% | -6.4% | 1.4% | -4.2%
OCCCNc1ncnc2c1cnn2-c1ccc(Cl)cc1 | 3.9% | -4.0% | -12.6% | -16.6% | 5.3%
Cc1cccc(Cn2c(N3CCCCC3C)nc3c2c(=O)[nH]c(=O)n3C)c1 (configuration not stated) | 4.8% | 38.9% | nt | -0.2% | -5.3%
COCCNC(=O)c1cc2c(-c3ccc(Cl)cc3)nn(C)c2s1 | 10.1% | nt | 2.8% | 1.2% | 16.4%
Cc1ccc2sc(N3CCN(C(=O)C4=COCCO4)CC3)nc2c1C | 4.9% | -15.6% | -3.1% | 10.5% | ?
Cc1cc(NC(=O)Nc2cccc(C)c2C)no1 | i | 47.6% | 2.5% | 1.7% | -7.5%
Cc1onc(-c2ccccc2Cl)c1C(=O)Nc1ccc2c(c1)OCO2 | 0.7% | 11.6% | -2.1% | 3.2% | 2.9%
Cc1nnc(SCc2ccc(C(=O)Nc3cc(Cl)ccc3C)cc2)s1 | 2.0% | 76.2% | -1.9% | -9.2% | -1.8%
COc1ccccc1Oc1coc2c(CN(C)C)c(O)ccc2c1=O | 0.3% | -19.2% | -4.6% | 0.5% | -3.3% | inhibitors of VEEV 10K pilot screen=0.1
CCCCC(O)(CCCC)C(=O)NN(C(=O)OC)c1ccc(C)cc1 | 0.2% | 15.5% | 6.9% | -0.6% | -0.7%
COc1cc(S(=O)(=O)NCC2CCCO2)c(OC)cc1Cl (configuration not stated) | 0.1% | -15.8% | -2.9% | -2.7% | -6.7%
CCOC(=O)N1CCN(C(=O)COC(=O)CNC(=O)c2ccc(C)cc2)CC1 | 1.1% | -15.9% | 1.2% | -10.4% | -3.4%
CNC(=O)c1nnc(Cc2ccc(F)cc2)o1 | 0.5% | nt | -7.6% | 3.0% | -4.0%
Cc1cc(=O)[nH]c(SCC(=O)Nc2ccc(Cl)cn2)n1 | i | -0.8% | 1.4% | -21.3% | -6.8%
O=C(NN1CCCCC1)c1cnn2c(C(F)F)cc(-c3ccccc3)nc12 | 2.8% | 0.4% | 3.0% | 6.1% | -2.6%
CCc1ccc(S(=O)(=O)c2n[nH]n3c2nc(=O)c2ccccc23)cc1 | 0.8% | 36.5% | 1.5% | -0.7% | 5.6%
CSc1ccccc1NC(=S)Nc1cccc(C(F)(F)F)c1 | 1.1% | 75.7% | -9.3% | -12.4% | 3.4% | inhibitors of VEEV 10K pilot screen=1.5
CC(=O)N(/N=C1\Sc2ccccc2C1=O)c1ccccc1C | 6.4% | -1.5% | -6.9% | 25.7% | 14.0%
C=CCn1c(SCC(=O)N2CCOCC2)nc2sc(C)c(C)c2c1=O | i | 14.7% | 13.3% | 6.5% | 8.2%
O=C1CCCC(O)=C1N=Nc1ccc(C(=O)O)cc1 | 0.1% | -3.2% | -12.8% | 21.3% | -7.1%
COc1cc2c(cc1OC)C(c1ccc(Br)cc1)NCC2 (configuration not stated) | i | 4.7% | 12.1% | nt | 8.5%
CCOc1ccc(N2C(=O)/C(=C\c3cccs3)C(=O)NC2=S)cc1 | nt | 4.0% | -5.3% | nt | -3.4%
OC[C@@H](O)[C@@H](O)[C@H](O)[C@H](O)CO | i | -10.0% | 11.6% | 1.0% | -3.1%
Cc1ccc(CN(CC(=O)NC2CCCCC2)C(=O)c2csnn2)cc1 | 0.1% | -15.3% | -10.9% | 5.5% | 0.5%
CC(=O)N1CCN(C(=O)CCCNC(=O)c2ccc(Cl)cc2)CC1 | i | -2.0% | -2.8% | -8.9% | -4.7%
Cc1ccc(SCC(=O)OC(C)C(=O)NC2CCCCC2C)c(C)c1 (configuration not stated) | i | 48.6% | nt | -14.1% | 3.3%
CCOc1ccc(NC(=O)C(C)NS(=O)(=O)c2ccc(NC(C)=O)cc2)cc1 (configuration not stated) | 0.5% | 26.6% | 4.6% | 3.7% | 2.6%

Arranged by heavy-atom count (rising): part of the list above
SMILES | inhibitors of VEEV | tuberculosis growth | PhoP GFP inhibition | influenza NS1A | H37Rv inhibition | others
OC[C@@H](O)[C@@H](O)[C@H](O)[C@H](O)CO | i | -10.0% | 11.6% | 1.0% | -3.1%
CSc1ccccc1NC(=S)Nc1cccc(C(F)(F)F)c1 | 1.1% | 75.7% | -9.3% | -12.4% | 3.4% | inhibitors of VEEV 10K pilot screen=1.5
CCc1ccc(S(=O)(=O)c2n[nH]n3c2nc(=O)c2ccccc23)cc1 | 0.8% | 36.5% | 1.5% | -0.7% | 5.6%
Cc1ccc(CN(CC(=O)NC2CCCCC2)C(=O)c2csnn2)cc1 | 0.1% | -15.3% | -10.9% | 5.5% | 0.5%
CCOc1ccc(NC(=O)C(C)NS(=O)(=O)c2ccc(NC(C)=O)cc2)cc1 (configuration not stated) | 0.5% | 26.6% | 4.6% | 3.7% | 2.6%
